# Assay outcomes deposited in PubChem by Southern Research Specialized Biocontainment Screening Center.
# PhoP GFP inhibition – PhoP regulon inhibitors, Salmonella typhi PhoP promoter GFP reporter, confirmatory (AID 1850); 0.33% of 310,000 active; one-dose inhibition, % at 50 µM; IC50 in µM for titrated hits; Salmonella Typhi PhoP-promoter GFP reporter, fluorescence, 4 h; higher % means a stronger effect; in the data active = a potency from the dose series; inconclusive = inhibition mostly from about 25% at the one dose, without a potency; inactive = the rest, 99 in 100 with inhibition below about 19%;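 note: 0% = induced wells with vehicle and 100% = uninduced wells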
# H37Rv inhibition – M. tuberculosis growth inhibition, HTS (AID 449762); M. tuberculosis H37Rv growth inhibition, 7H9 media; higher % means a stronger effect; inhibition, % at 25 µM, or IC50 in µM where a hit was titrated; 0.59% of 330,000 active; in the data active = a potency from the dose series; inconclusive = inhibition above about 70% without an active follow-up result;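 note: bacterial growth assessed after seven days of incubation; strong numbers were not always called active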
# H1N1 NS1A inhibition – H1N1 influenza NS1A inhibitors, functional cell based assay (AID 504329). 0.3% of 340,000 active. inhibition, % at 12.5 µM; hits with a dose series show IC50 in µM. NS1A functional cell-based assay, percent inhibition; higher % means a stronger effect; in the data active = a potency from the dose series; inconclusive = inhibition above about 27% without an active follow-up result; note: strong numbers were not always called active
# tuberculosis growth – growth inhibition of non-replicating M. tuberculosis (AID 488890); inhibition, % at 25 µM; hits with a dose series show IC50 in µM; 0.39% of 320,000 active; Mycobacterium tuberculosis non-replicating, growth inhibition; higher % means a stronger effect; in the data active = a potency from the dose series; inconclusive = inhibition mostly from about 82% at the one dose, without a potency; inactive = the rest, 99 in 100 with inhibition below about 76%;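 note: plate controls were DMSO cells for no effect and high antibiotic wells for full effect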
# VEEV TC-83 Vero – inhibitors of VEEV TC-83 cytopathic effect, confirmation, Vero cells (AID 588727) | Vero cells, VEEV TC-83 cytopathic effect inhibition; higher % means a stronger effect | 0.13% of 350,000 active | one-dose inhibition, % at 20 µM; IC50 in µM for titrated hits; in the data active = a potency from the dose series; inconclusive = inhibition mostly from about 14% at the one dose, without a potency; inactive = the rest, 99 in 100 with inhibition below about 12%; note: strong numbers were not always called active
# VEEV TC-83 Vero 10K pilot screen – recorded beside VEEV TC-83 Vero, whose call it bears; inhibition, %; measured here: 10K pilot screen inhibition
# Starred values were filed as active, the others as inactive; i = inactive; ? = inconclusive; · = no result given.
SMILES,PhoP GFP inhibition,H37Rv inhibition,H1N1 NS1A inhibition,tuberculosis growth,VEEV TC-83 Vero,others
N#Cc1c(C(F)(F)F)cc(=O)[nH]c1SCC(=O)O,-2%,-10%,1%,-5%,3.2%,
Nc1ccc2nc(-c3ccccc3)cnc2c1,9%,21%,-27%,9%,7.3%,
CC(C(=O)O)N(C(=O)c1ccccc1)c1ccc(F)c(Cl)c1 (stereo not drawn),1%,-4%,7%,-11%,i,
C=CCSC1=N/C(=C\c2cccnc2)C(=O)N1c1ccc(OC)cc1,-5%,-4%,-2%,13%,3.4%,
Cc1ccccc1OCC(O)CN1CCN(CC(O)COc2ccccc2C)CC1 (stereo not drawn),-20%,11%,-1%,31%,i,
CC(=O)Oc1ccc(/C=C2/Oc3ccccc3C2=O)cc1,-2%,?,-6%,·,1.2%,
CCOc1cc(/C=N/NC(=O)c2cc(C3CC3)[nH]n2)ccc1O,-1%,7%,-11%,9%,1.0%,
COc1ccccc1/C=C/C(=O)Nc1ccc(S(=O)(=O)Nc2cc(C)nc(C)n2)cc1,-10%,8%,1%,42%,1.9%,
COc1cc(C(=O)NC(=S)N2CCCCCC2)cc(OC)c1OC,-8%,9%,-3%,7%,i,
O=C(Nc1ccc2nc(-c3ccccc3)[nH]c2c1)c1ccco1,-16%,3%,-1%,16%,2.7%,
CCOc1oc(-c2ccc(OC)cc2)nc1C(F)(F)F,-3%,0%,4%,-10%,1.9%,
CCCCSc1nc2c(cnn2-c2ccc(F)cc2)c(=O)[nH]1,-3%,0%,5%,·,1.5%,

# In the list so far, these contain a halogen:
SMILES,PhoP GFP inhibition,H37Rv inhibition,H1N1 NS1A inhibition,tuberculosis growth,VEEV TC-83 Vero,others
N#Cc1c(C(F)(F)F)cc(=O)[nH]c1SCC(=O)O,-2%,-10%,1%,-5%,3.2%,
CC(C(=O)O)N(C(=O)c1ccccc1)c1ccc(F)c(Cl)c1 (stereo not drawn),1%,-4%,7%,-11%,i,
CCOc1oc(-c2ccc(OC)cc2)nc1C(F)(F)F,-3%,0%,4%,-10%,1.9%,
CCCCSc1nc2c(cnn2-c2ccc(F)cc2)c(=O)[nH]1,-3%,0%,5%,·,1.5%,

# Next section
SMILES,PhoP GFP inhibition,H37Rv inhibition,H1N1 NS1A inhibition,tuberculosis growth,VEEV TC-83 Vero,others
Cc1ccc(C(=O)OC2CCOC2=O)cc1NC(=O)c1ccco1 (stereo not drawn),-21%,4%,7%,-4%,1.9%,
COc1ccc(CNc2nc3ccccc3n2Cc2ccccc2)cc1OC,-1%,-1%,17%,2%,i,
C/C=C\C=C/C(=O)Nc1cccc(C2=NOC3(C2)C[C@@H](C(N)=O)N(C(=O)/C=C/CC)C3)c1 (stereo partly drawn),1%,-2%,-13%,12%,1.7%,
CCc1cccc(NC(=O)c2ccc(Cn3c(=O)[nH]c4ccsc4c3=O)cc2)c1,-4%,-2%,-16%,-13%,9.7%,
CCOC(=O)/C=C1\SCC(=O)N1CC(=O)Nc1ccc2c(c1)CCC2,-1%,-8%,-1%,11%,0.5%,
O=c1[nH]c(/C=C/c2ccccc2F)nc2ccccc12,0%,4%,-3%,-13%,1.7%,
COc1ccc(CC2(CCc3ccccn3)C(=O)NC(=O)N(c3ccccc3C)C2=O)cc1OC (stereo not drawn),-12%,-4%,7%,-15%,1.5%,
CCN(CC)CCNC(=O)C1CCC(=O)N1CCc1ccccc1 (stereo not drawn),6%,2%,9%,-2%,3.4%,
COc1ccc(-c2[nH]nc3c2C2(C(=O)N(CC(=O)O)c4ccccc42)C(C#N)=C(N)O3)cc1OC (stereo not drawn),-5%,1%,-4%,-6%,0.6%,
COc1ccc(NC(=O)c2cc([N+](=O)[O-])ccc2N2CCNCC2)cc1,7%,-2%,4%,-4%,7.7%,
CCc1ccc(NC(=O)CS(=O)CC(=O)Nc2ccc(F)cc2F)cc1 (stereo not drawn),-11%,52%,0%,22%,i,
O=C(c1cn(-c2ccccc2)nc1-c1cccnc1)N1CCN(S(=O)(=O)c2ccc(Cl)cc2)CC1,·,·,-10%,·,2.3%,
CCC(C)c1ccc(NC(=O)C2CC2)cc1 (stereo not drawn),-4%,50%,-2%,63%,1.9%,
CC(OC(=O)c1cccc(-n2cnnn2)c1)C(=O)Nc1ccc(F)cc1Cl (stereo not drawn),8%,-1%,-20%,-8%,6.2%,
O=C(c1cc(-c2ccc(Cl)cc2)n(-c2ccc(Cl)cc2)n1)N1CCOCC1,-9%,0%,2%,8%,1.5%,
CN(C)c1ccc(C(=O)NNC(=O)c2ccc(Cl)cc2)cc1,-4%,-1%,·,-5%,0.5%,
O=C(O)[C@H](Cc1ccccc1)NC(=O)N1CCC(Cc2ccccc2)CC1,9%,-3%,-13%,-5%,i,
COc1ccc(CN2CCC(C(=O)Nc3ccc(Oc4cccnc4)cc3)CC2)c(C)c1C,-6%,?,2%,7.5µM*,i,
CC1(C)N=C(c2ccccc2)[C@@H]2C(c3ccc([N+](=O)[O-])cc3)N21 (stereo partly drawn),14%,3%,2%,-9%,1.4%,
CC1CCCN(C(=S)NCc2ccccc2)C1 (stereo not drawn),-5%,-6%,1%,-2%,1.3%,
CCCOc1ccc(C(=O)N2CCCC2)cc1OC,3%,-5%,0%,-13%,0.3%,
CC(C)CNC(=S)N1CCC(C(=O)c2ccc(F)cc2)CC1,-3%,-8%,-3%,2%,3.0%,
O=C(Cn1nnc(-c2ccc(CN3CCOCC3)cc2)n1)NC1CCCCC1,-4%,5%,0%,3%,i,
O=C(N/N=C/c1c(O)ccc2ccccc12)c1[nH]ncc1Br,?,-2%,-5%,-21%,9.5%,
COc1cccc(N2CCN(C(=O)c3ccc4nc[nH]c4c3)CC2)c1,-15%,-6%,-8%,2%,3.0%,
Cc1ccc(C(=O)NCC(=O)N2CCCCCCC2)cc1C,·,-8%,4%,-13%,5.9%,
COc1cccc(OC)c1NC(=O)c1nc2c(nnn2Cc2ccccc2Cl)c(=O)[nH]1,2%,4%,11%,43%,0.1%,
COC(=O)C1CCCCN1C(=O)c1ccc2oc(Cc3ccccc3)nc2c1 (stereo not drawn),-3%,-4%,19%,32%,1.2%,
CCOC(=O)N1CCN(c2nc(SC)nc3sc4c(c23)CC(C)(C)OC4)CC1,-3%,9%,7%,-36%,7.2%,
O=C(O)CCC(=O)N1CCc2cc(S(=O)(=O)N3CCCCC3)ccc21,-7%,-4%,2%,12%,3.1%,
O=C(OCC(=O)N1CCCCCC1)c1cccnc1Cl,·,-3%,-14%,-8%,2.8%,
CCC(C)c1ccc(OCCn2ccnc2)cc1 (stereo not drawn),7%,?,-3%,i,0.2%,
Cc1c(Cl)cccc1NC(=O)CSC(C)c1nc2ccccc2c(=O)[nH]1 (stereo not drawn),-4%,0%,-6%,11%,4.5%,
Cc1cccc(NC(=S)NN2CCOCC2)c1C,-10%,-1%,2%,-5%,1.2%,
O=C(CCS(=O)(=O)Cc1ccccc1)Nc1ccc2c(c1)OCCO2,-1%,33%,-7%,7%,1.2%,
C/C(=C\c1ccco1)CN1CCN(Cc2ccc(C)o2)C(CCO)C1 (stereo not drawn),-2%,-6%,-3%,16%,0.4%,
O=C(CC12CC3CC(C1)CC(CC(=O)NC1=NCCS1)(C3)C2)NC1=NCCS1,·,·,-2%,·,3.3%,
C=CC(C)(C)c1[nH]cnc1/C=C1\NC(=O)C(C(C)C)NC1=O (stereo not drawn),-6%,-5%,4%,-5%,i,
COc1ccc(N2CC(C(=O)N(CC(C)C)c3c(N)n(Cc4ccccc4)c(=O)[nH]c3=O)CC2=O)c(OC)c1 (stereo not drawn),3%,-2%,-2%,12%,1.5%,
Cc1ccc(-n2nnc3c(=O)n(CC(=O)NCc4ccco4)cnc32)cc1,9%,-7%,8%,-3%,1.9%,VEEV TC-83 Vero 10K pilot screen=1.9
O=c1[nH]c(C2CCN(S(=O)(=O)c3ccc(S(=O)(=O)NC4CC4)cc3)CC2)nc2c1nnn2Cc1ccc(F)cc1,0%,-1%,5%,60%,2.2%,
Cc1cc2occ(CC(=O)N(CCC(C)C)c3c(N)n(Cc4ccccc4)c(=O)[nH]c3=O)c2cc1C,-11%,36%,11%,13%,1.2%,
CN(C(=S)Nc1ccc(SC(F)F)cc1)C(c1ccccc1)c1ccccc1,-12%,1%,-4%,12%,i,
COC(=O)Nc1ccc2c(c1)N(C(=O)CCN1CCN3CCCC3C1)c1ccccc1S2 (stereo not drawn),0%,-3%,-1%,45%,0.1%,
COCC(C)NC(=O)c1ccc(Cl)c(Cl)c1 (stereo not drawn),-14%,-22%,0%,12%,1.3%,
N#Cc1cc(Nc2c(N)nc[nH]c2=O)c([N+](=O)[O-])cc1C#N,-12%,-9%,7%,-7%,0.6%,
CC(C)(C)C(=O)OCc1nc(-c2ccc3c(c2)OCCO3)cs1,-1%,4%,-6%,17%,0.8%,
CCCN1C2CCCC1CC(NC(=S)Nc1cc(C)ccc1C)C2 (stereo not drawn),6%,3%,-2%,36%,2.1%,VEEV TC-83 Vero 10K pilot screen=2.3

# Quoted at random: 4 compounds from above.
SMILES,PhoP GFP inhibition,H37Rv inhibition,H1N1 NS1A inhibition,tuberculosis growth,VEEV TC-83 Vero,others
O=C(N/N=C/c1c(O)ccc2ccccc12)c1[nH]ncc1Br,?,-2%,-5%,-21%,9.5%,
CN(C)c1ccc(C(=O)NNC(=O)c2ccc(Cl)cc2)cc1,-4%,-1%,·,-5%,0.5%,
Cc1ccccc1OCC(O)CN1CCN(CC(O)COc2ccccc2C)CC1 (stereo not drawn),-20%,11%,-1%,31%,i,
CC1(C)N=C(c2ccccc2)[C@@H]2C(c3ccc([N+](=O)[O-])cc3)N21 (stereo partly drawn),14%,3%,2%,-9%,1.4%,

# Next entries follow:
SMILES,PhoP GFP inhibition,H37Rv inhibition,H1N1 NS1A inhibition,tuberculosis growth,VEEV TC-83 Vero,others
Cc1cc(C)cc(NC(=O)c2cccn2-c2ncc(C(F)(F)F)cc2Cl)c1,-9%,6%,7%,23%,i,
COC(=O)c1onc(-c2c(C)cc(C)cc2C)c1C(=O)OC,-1%,-5%,-9%,?,0.9%,
COc1ccc(C(CCN(Cc2ccc(OC)c(OC)c2)C(C)=O)c2ccccc2)cc1 (stereo not drawn),-5%,0%,-3%,9%,5.3%,
COc1ccc(OC)c(S(=O)(=O)N2CCC(C(=O)N3CCCCCC3)CC2)c1,0%,-9%,1%,0%,1.1%,
COCCNC(=O)C(NC(=O)C1CCC(C)CC1)C(C)C (stereo not drawn),-13%,4%,0%,-6%,0.7%,
Cn1c(N)c(N2CCCCC2)c(=O)n(CC(=O)Nc2ccc(Cl)c(Cl)c2)c1=O,-6%,-6%,-18%,14%,1.0%,
COc1ccccc1OCCOc1ccc(/C=C2\C(=N)N3N=C(C)SC3=NC2=O)cc1,-6%,8%,-6%,70%,1.5%,
Nc1nnc(SCC(=O)NCCOc2ccccc2)s1,-15%,18%,4%,10%,0.1%,
Cc1ccc(S(=O)(=O)NCC2COc3ccccc3O2)cc1 (stereo not drawn),-6%,8%,19%,56%,0.4%,
Brc1ccc(-c2nn3c(Cc4ccccc4)nnc3s2)o1,-8%,-4%,15%,7%,0.0%,
CCCNC(=O)Cn1cnc2sc(C(=O)N3CCCC(C(=O)OCC)C3)c(C)c2c1=O (stereo not drawn),12%,5%,-7%,-4%,0.7%,
CSc1c(CC(=O)Nc2ccccc2)n(Cc2ccccc2)c2ccccc12,-4%,6%,8%,-41%,2.1%,
CCc1ccc(N(CC(=O)NCc2ccc(F)cc2)C(=O)c2csnn2)cc1,-20%,2%,-15%,34%,1.1%,
CCn1cc(/C=N\NC(=O)COc2cccc(C)c2C)c(C)n1,-4%,2%,0%,4%,0.3%,
O=C(CCc1c[nH]c2ccccc12)NN1C(=O)NC2(CCCCC2)C1=O,·,-8%,-3%,1%,0.4%,
CCN(CC(=O)NCc1cccs1)C(=O)c1ccc(-c2cccc(C(F)(F)F)c2)o1,-1%,15%,-4%,12%,4.7%,
Cc1[nH]c2ccccc2c1/C=N/NC(=O)c1ccccc1,6%,2%,-1%,0%,0.8%,
O=C(Nc1ccc(OC(F)(F)F)cc1)c1ccc2nc[nH]c2c1,-5%,41%,-38%,?,1.1%,
COc1cccc(-n2c(O)c(C=Nc3c(C)n(C)n(-c4ccccc4)c3=O)c(=O)[nH]c2=O)c1,-3%,5%,-3%,-4%,1.1%,
CN(C)c1ccc(CN(C(=O)COc2ccccc2)C2CCS(=O)(=O)C2)cc1 (stereo not drawn),-13%,-9%,-22%,7%,1.3%,VEEV TC-83 Vero 10K pilot screen=0.0
CCCCn1c(=O)[nH]c2c(oc3ccccc32)c1=O,-4%,1%,18%,-3%,i,
